TbPYK inhibitor: T. brucei pyruvate kinase inhibition. Q57TT1. TbPYK enzyme, Kinase-Glo Plus ATP luminescence, 45 min. Potency, µM (doses to about 76.8 µM), for the others: at the top dose activity, negative = inhibition, actives largely listed as inhibitors. 0.12% of 410,000 active; further: potency means the concentration at half of the fitted maximal effect; on the % scale 0 is the no-effect control and ±100 the full control effect; nearly all actives have a fitted effect of over 50% in size
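Luminescence from Kinase-Glo Plus, added after a 45-minute room-temperature reaction, served as the end-point read-out. The enzyme and substrate were preincubated with compound before ADP (130 uM final) initiated turnover. Concentration-effect curves came from normalized qHTS data.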
AmpC inh no detg: blocks E. coli AmpC beta-lactamase in detergent-free assay | Potency, µM (titrated, usually from 57.1 µM), without a hit: at the highest dose activity change, negative = inhibition, actives largely listed as inhibitors | 0.52% of 330,000 active | P00811 | AmpC nitrocefin hydrolysis, absorbance 480 nm, 0.0001% Triton | AID 485341;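 further: potency means the concentration at half of the fitted maximal effect; plate controls were no compound for no effect and no enzyme for full effect; nearly all actives have a fitted effect of over 20% in size; some results filed as inactive show a strong effect at the top dose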
Target sequence (P00811 whole entry, looked up): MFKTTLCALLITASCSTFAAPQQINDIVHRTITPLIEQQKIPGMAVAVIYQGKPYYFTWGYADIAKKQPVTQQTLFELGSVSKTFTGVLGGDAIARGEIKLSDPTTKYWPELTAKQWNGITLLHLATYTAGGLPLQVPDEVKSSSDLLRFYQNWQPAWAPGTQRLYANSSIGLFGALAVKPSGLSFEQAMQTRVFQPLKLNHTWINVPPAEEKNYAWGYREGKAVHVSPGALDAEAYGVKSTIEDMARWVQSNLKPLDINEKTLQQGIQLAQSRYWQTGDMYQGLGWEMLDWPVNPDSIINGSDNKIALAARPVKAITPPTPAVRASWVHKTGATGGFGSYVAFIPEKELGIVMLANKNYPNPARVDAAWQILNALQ
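AmpC (5.3 nM in the dispensed reagent) in 20 mM phosphate pH 7.0 with 0.01% (detergent screen) or 0.0001% Triton X-100 was preincubated with compounds for 15 min at room temperature. Nitrocefin was then added from an 800 uM solution, and hydrolysis was followed at 480 nm.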
Pf growth 96h: P. falciparum growth inhibition at 96 hours | P. falciparum luciferase reporter growth, 96 h | Potency, µM (series often up to 28.7 µM), for the others: top-dose activity change, negative = inhibition, usual class: inhibitors | 6.9% of 320,000 active; further: potency means the concentration at half of the fitted maximal effect; on the % scale 0 is the no-effect control and ±100 the full control effect
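Infected RBCs, 2% Hct / 0.05% parasitemia final; luciferase-reporter P. falciparum; cpd 96 h, 37 C, 5% CO2; luciferase detection reagent; luminescence.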
Pf growth 48h: inhibits P. falciparum growth in the first generation, 48 h; P. falciparum luciferase growth in erythrocytes, 48 h; Potency, µM (highest dose often 28.7 µM), inactives show at the highest dose activity change, negative = inhibition, hits mostly inhibitors; 5.9% of 310,000 active; further: potency means the concentration at half of the fitted maximal effect; on the % scale 0 is the no-effect control and ±100 the full control effect
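Luminescence readout; reporter = integrated firefly luciferase in P. falciparum. RBC culture at 2% hematocrit, 0.1% parasitemia final, 37 C/5% CO2; decreased signal taken as growth inhibition.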
Shiga inhibitor: inhibitors of Shiga toxin in Vero cells; Vero cells, Shiga toxin protein synthesis inhibition reporter; inhibition, % at 38.7 µM; 9.2% of 290,000 active; in the data active means inhibition mostly above about 28%, no sharp cut-off; inactive means mostly below about 43%; further: 0% is about no effect
Cycloheximide cs: counter-screen hit for Shiga toxin inhibitors, cycloheximide; max response, %; AID 2314; 12% of 300,000 active; cell reporter, cycloheximide protein synthesis inhibition counterscreen; in the data active means max response mostly above about 13%, no sharp cut-off; inactive means mostly below about 14%; further: read at 38.3 µM for the half of the compounds with a filed dose; 0% is about no effect
LmPK inhibitor: inhibitors of Leishmania mexicana pyruvate kinase; 0.37% of 290,000 active; Potency, µM (titrated, usually from 57.5 µM), without a hit: at the top dose activity change, negative = inhibition, actives largely listed as inhibitors; purified LmPK, Kinase-Glo ATP luminescence, 1 h; Q27686; further: potency means the concentration at half of the fitted maximal effect; on the % scale 0 is the no-effect control and ±100 the full control effect
Target sequence (Q27686 whole entry, looked up): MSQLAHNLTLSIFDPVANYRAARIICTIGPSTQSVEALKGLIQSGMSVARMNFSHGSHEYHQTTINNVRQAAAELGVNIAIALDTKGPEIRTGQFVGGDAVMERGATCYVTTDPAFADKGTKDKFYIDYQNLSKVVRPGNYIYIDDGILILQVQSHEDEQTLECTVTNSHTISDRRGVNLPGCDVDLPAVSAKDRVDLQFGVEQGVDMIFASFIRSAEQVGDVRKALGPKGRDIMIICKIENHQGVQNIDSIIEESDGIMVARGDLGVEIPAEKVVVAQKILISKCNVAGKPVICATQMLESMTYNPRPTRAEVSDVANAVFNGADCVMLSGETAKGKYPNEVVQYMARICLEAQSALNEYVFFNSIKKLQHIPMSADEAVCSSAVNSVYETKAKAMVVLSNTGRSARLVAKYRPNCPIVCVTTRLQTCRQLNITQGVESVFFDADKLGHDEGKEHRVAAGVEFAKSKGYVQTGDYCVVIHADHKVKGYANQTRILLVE
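In 50 mM imidazole pH 7.2 with 7 mM MgCl2, LmPK (0.1 nM) turned over PEP (0.5 mM) and ADP (0.1 mM) for 1 h at room temperature. Luciferase read-out of ATP.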
An asterisk follows results filed as active; ? = inconclusive; · = no result given; [ ] = remark or other dose. Unless noted, the call rests on the fitted dose curve; in most records, active means well fitted curve in the direction sought with a large enough effect; inconclusive means small, poorly fitted or top-dose-only effect, or another doubt; inactive means no such curve, though single readings can be large; an effect the other way counts as inactive or inconclusive.

SMILES | TbPYK inhibitor | AmpC inh no detg | Pf growth 96h | Pf growth 48h | Shiga inhibitor | Cycloheximide cs | LmPK inhibitor
N=c1c2c(ncn1Cc1ccco1)Oc1cc(O)ccc1C2c1ccccc1 (stereo not drawn) | -9% | -45% | ? | 12µM* | -6 | -1 | 4%
CC1(NC(=O)CCc2ccccc2)CCN(CCCc2ccccc2)C1=O (stereo not drawn) | -10% | 38% | ? | -1% | · | · | ·
O=C(O)C1CCN(c2c([N+](=O)[O-])cc(C(F)(F)F)cc2[N+](=O)[O-])CC1 | -1% | -14% | -13% | -23% | -7 | -5 | 3%
Cc1ccc(CN2CCN(Cc3ccco3)CC2)cc1 | -1% | -15% | ? | 5% | -3 | -1 | -4%
CC(C)CN1CCC(Oc2cccc(C(=O)NCCc3ccccc3)c2)CC1 | 2% | -2% | 0% | 51%[activator] | 60* | 27* | -1%
CN(Cc1cn(C)nc1-c1ccc(Oc2ccccc2)cc1)C1CCOC1 (stereo not drawn) | 7% | 139%[activator] | 19% | -8% | -7 | 1 | -1%
CCOc1cc(C(=O)N(C)Cc2cc3ccccc3[nH]c2=O)cc(OCC)c1OCC | -5% | -3% | 1% | -8% | 2 | -3 | 0%
CCCc1[nH]nc2c1C(c1cc(OC)cc(OC)c1)C(C#N)=C(N)O2 (stereo not drawn) | -8% | -19% | -1% | · | -13 | 7 | 2%
O=C(NCC(c1ccco1)N1CCCC1)c1cccc(NS(=O)(=O)c2ccc(Br)cc2)c1 (stereo not drawn) | -3% | -29% | -2% | ? | · | · | ·
O=C(NCc1ccccc1)C(=O)NCC1OCCN1C(=O)c1ccc(Cl)cc1 (stereo not drawn) | 0% | -3% | 6% | -20% | -6 | 1 | 2%

Profiles as entered above. Order of screens: TbPYK inhibitor | AmpC inh no detg | Pf growth 96h | Pf growth 48h | Shiga inhibitor | Cycloheximide cs | LmPK inhibitor
N=c1c2c(ncn1Cc1ccco1)Oc1cc(O)ccc1C2c1ccccc1 (stereo not drawn) reads -9% | -45% | ? | 12µM* | -6 | -1 | 4%
O=C(O)C1CCN(c2c([N+](=O)[O-])cc(C(F)(F)F)cc2[N+](=O)[O-])CC1 reads -1% | -14% | -13% | -23% | -7 | -5 | 3%
O=C(NCc1ccccc1)C(=O)NCC1OCCN1C(=O)c1ccc(Cl)cc1 (stereo not drawn) reads 0% | -3% | 6% | -20% | -6 | 1 | 2%
Cc1ccc(CN2CCN(Cc3ccco3)CC2)cc1 reads -1% | -15% | ? | 5% | -3 | -1 | -4%
CC(C)CN1CCC(Oc2cccc(C(=O)NCCc3ccccc3)c2)CC1 reads 2% | -2% | 0% | 51%[activator] | 60* | 27* | -1%

Continued.
SMILES | TbPYK inhibitor | AmpC inh no detg | Pf growth 96h | Pf growth 48h | Shiga inhibitor | Cycloheximide cs | LmPK inhibitor
Cc1cc(C)n(-c2nc(SCC(=O)O)c3c4c(sc3n2)CCCC4)n1 | · | -26% | ? | ? | 11 | 5 | 5%
COc1ccccc1CNC(=O)COC(=O)[C@H](Cc1c[nH]c2ccccc12)NC(=O)c1cccs1 | 0% | -29% | -14% | -20% | 10 | 4 | 4%
CC(C)c1nnc(NC(=O)CSc2nnc(NC(=O)c3c(F)cccc3F)s2)s1 | -19% | -22% | 0% | 57%[activator] | -5 | -6 | -2%
Cc1cccc(-c2nc(CS(=O)CC(=O)NCc3ccco3)c(C)o2)c1 (stereo not drawn) | -8% | 17% | ? | 5% | 17 | 10 | -4%
COC(=O)c1ccc(NC(=O)COc2cccc(-n3cnnn3)c2)cc1 | 0% | -18% | 15% | 28% | -11 | -13 | -11%
COC(=O)Cn1ccc(N(C)C)c(C#N)c1=O | 14% | -12% | 31%[activator] | · | -19 | -3 | 10%
CC(CCC(=O)O)C1CCC2C3C(=O)C[C@@H]4CC(=O)CC[C@@]4(C)C3CC(=O)[C@]12C (stereo partly drawn) | 5% | · | ? | -27% | · | · | ·
O=C(Nc1cccs1)Nc1c(F)c(F)c(F)c(F)c1F | -10% | -18% | 89%[activator] | ? | -10 | -2 | 0%
CC(=O)n1cc([C@@H]2C=C(C(=O)Nc3ccccc3)O[C@H](OCCCCO)C2)c2ccccc21 | 1% | 148%[activator] | ? | ? | 24* | 12 | -2%
CCn1nnnc1SCC(=O)NCc1ccc2c(c1)OCO2 | 0% | -16% | · | 8% | 5 | -1 | 4%
COc1ccc2nc(SCC(=O)NCc3ccc(OC)c(OC)c3)[nH]c2c1 | 1% | -6% | 16% | 9% | -15 | -5 | -16%
COc1ccc(CNC(=O)COC(=O)c2ccccc2C(=O)c2ccccc2)cc1 | -9% | 11% | 4% | 7% | 27 | 3 | -8%
Cc1cc(C)nc(Nc2ccccc2Br)n1 | -3% | -2% | ? | 22% | -10 | -2 | -2%
COC(=O)CNC(c1ccccc1)c1cc(Br)ccc1NC(=O)CCN1CCOCC1 (stereo not drawn) | -27% | 179%[activator] | 25% | -16% | 17 | 5 | 0%
COc1cccc(NC(=S)N/N=C2\CC(C)(C)Oc3ccc(O)cc32)c1 | -2% | -49% | ? | ? | -13 | -3 | 1%
CC(C)(C)c1[nH]nc2c1C(c1ccsc1)C(C#N)=C(N)O2 (stereo not drawn) | -7% | -7% | -19% | 48%[activator] | 26 | 10 | 3%
CC(=O)Nc1ccc2c(c1)OCCO2 | -8% | -24% | 31%[activator] | 57%[activator] | -2 | 0 | -2%
Cc1ccc(SCC(=O)O/N=C(\N)c2ccc([N+](=O)[O-])cc2)cc1 | 0% | -26% | 56%[activator] | 33%[activator] | -6 | -3 | 2%
O=C1CCc2cc(S(=O)(=O)N3CCC(C(=O)NC4CCCC4)CC3)ccc2N1 | 2% | -25% | ? | · | -5 | -3 | 1%
COc1ccc(CN2CCC(=O)N([C@H](CO)CC(C)C)CC2)cc1 | 1% | 9% | 37%[activator] | 9% | -2 | -3 | 1%
CC(C)OC(=O)CSc1nnc(-c2cnccn2)n1Cc1ccco1 | 6% | · | · | -9% | 40 | 10 | -3%
COc1cc2c(cc1OC)CN(C(=O)c1ccc(OC)c(S(=O)(=O)N3CCCC3)c1)CC2 | -4% | 55% | ? | 12µM* | · | · | ·
COc1ccc(CCN2CC(C(=O)Nc3cccc(C(C)=O)c3)CC2=O)cc1OC (stereo not drawn) | -6% | 24% | ? | -15% | 1 | 8 | 5%
CCn1c(CN2CCN(Cc3ccc(C)cc3)C(CCO)C2)nc2ccccc21 (stereo not drawn) | -2% | 168%[activator] | ? | -17% | -16 | -1 | -1%
Cc1ccc2c(C)nc(N/C(N)=N/S(=O)(=O)c3ccccc3)nc2c1 | 1% | -9% | ? | -7% | -37 | 5 | -10%
Cc1ccc(OC(=O)c2ccc(S(=O)(=O)N(C)C)cc2)c(-n2nc3ccccc3n2)c1 | -1% | 18% | 440%[activator] | 285%[activator] | 81* | 34* | -10%
O=C(O)c1ccc2c(c1)C1C=CCC1C(c1ccncc1)N2 (stereo not drawn) | -15% | -15% | -3% | -3% | -6 | -4 | 6%
Cc1cc(C(=O)OCC(=O)Nc2ncc(C(F)(F)F)cc2Cl)c(C)o1 | -8% | 4% | ? | 29% | 36 | 12 | 8%
Cc1ccc2c(c1)N(C(=O)CCC(=O)NCCCN1CCC(Cc3ccccc3)CC1)CCO2 | -1% | 108%[activator] | 0% | ? | -9 | -2 | -2%
Cc1cc(C)n(C(=O)/C(C#N)=N\Nc2ccccc2[N+](=O)[O-])n1 | 0% | 2% | 7% | 0% | 10 | -4 | 1%
CCOc1ccccc1CN1CCN(Cc2nc3c(s2)CCCC3)CC1CCO (stereo not drawn) | -1% | 184%[activator] | -4% | ? | -18 | 12 | 3%
Nc1ncnc2c1CCC2 | 2% | -3% | 27% | 3% | 17 | -2 | -4%
COc1ccc(NC(=O)c2sc3nc(C)cc(C)c3c2N)cc1 | 1% | -9% | ? | 161%[activator] | 43* | 34* | -6%
COc1cccc(C(=O)NNC(=O)C(=O)Nc2ccc(C)cc2)c1 | -1% | -16% | -1% | 20% | 51 | 11 | -6%
COc1cc2[nH]c(C(=O)N3CCN(c4ccc(F)cc4)CC3)cc2c(OC)c1OC | 7% | 39% | -30% | ? | 2 | -4 | -2%
O=C(CCSc1nnc2ccccn12)Nc1ccc2c(c1)OCO2 | 1% | -5% | -2% | 11% | 22 | 17 | 0%
CSc1ccc(S(=O)(=O)N2CCC(C(=O)NCCc3ccccc3)CC2)cc1 | -2% | -14% | ? | ? | 56 | 0 | 8%
O=[N+]([O-])c1ccc(-c2ccccc2)c([As](=O)(O)O)c1 | 1% | -14% | 2.1µM* | 12µM* | 1 | -4 | -4%
CC1CCC/C(=N\NC(=S)Nc2ccccc2)C1 (stereo not drawn) | -3% | -13% | -4% | 18% | 102* | 79* | -1%
CCS(=O)(=O)c1ccc(-c2cccc(NC(=O)COc3ccccc3)c2)nn1 | 9% | -1% | -2% | 11% | -7 | -4 | -2%
COc1cccc(C2CC(c3ccc(NS(C)(=O)=O)cc3)=NN2C(=O)c2ccccc2)c1OC (stereo not drawn) | 4% | 4% | -76% | ? | 134* | 51* | 0%[11.5 µM]
CC(=O)N(C(C)=O)S(=O)(=O)c1ccc(N=NN2CCOCC2)cc1 | 2% | -13% | 2% | 31%[activator] | 9 | -1 | -4%
Cc1noc(C)c1COc1ccc(CC(=O)NCCc2ccccn2)cc1 | 1% | -15% | -5% | -3% | -3 | 6 | 1%
COc1ccc(/C=N/NC(=O)CSCC(=O)Nc2ccccc2)cc1 | 5% | -16% | 29% | 50%[activator] | 30 | 11 | 2%

4 entries from above, ordered by number of heavy atoms, lowest first.
SMILES | TbPYK inhibitor | AmpC inh no detg | Pf growth 96h | Pf growth 48h | Shiga inhibitor | Cycloheximide cs | LmPK inhibitor
CC1CCC/C(=N\NC(=S)Nc2ccccc2)C1 (stereo not drawn) | -3% | -13% | -4% | 18% | 102* | 79* | -1%
O=[N+]([O-])c1ccc(-c2ccccc2)c([As](=O)(O)O)c1 | 1% | -14% | 2.1µM* | 12µM* | 1 | -4 | -4%
Cc1noc(C)c1COc1ccc(CC(=O)NCCc2ccccn2)cc1 | 1% | -15% | -5% | -3% | -3 | 6 | 1%
CCS(=O)(=O)c1ccc(-c2cccc(NC(=O)COc3ccccc3)c2)nn1 | 9% | -1% | -2% | 11% | -7 | -4 | -2%

An excerpt of these results, field by field:
COC(=O)CNC(c1ccccc1)c1cc(Br)ccc1NC(=O)CCN1CCOCC1 (stereo not drawn)
  TbPYK inhibitor = -27%	AmpC inh no detg = 179%[activator]	Pf growth 96h = 25%	Pf growth 48h = -16%	Shiga inhibitor = 17	Cycloheximide cs = 5	LmPK inhibitor = 0%
COc1cccc(NC(=S)N/N=C2\CC(C)(C)Oc3ccc(O)cc32)c1
  TbPYK inhibitor = -2%	AmpC inh no detg = -49%	Pf growth 96h = ?	Pf growth 48h = ?	Shiga inhibitor = -13	Cycloheximide cs = -3	LmPK inhibitor = 1%

Screens: PubChem, National Center for Advancing Translational Sciences (NCATS)
